HEK293 tox = qHTS of GLP-1 Receptor Inverse Agonists: Cytotox Screen; Potency, µM (highest dose often 38.3 µM), for inactives: at the highest dose activity change, negative = inhibition, hits mostly inhibitors; HEK293 cAMP-luciferase reporter cells, luminescence, 24 h; 410,000 tested, 0.13% active;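 further: loss of luciferase light is scored as toxicity; potency means the concentration at half of the fitted maximal effect; on the % scale 0 is the no-effect control and ±100 the full control effect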
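Seeding density was 200 cells/uL; after overnight-length (12 h) culture, 23 nL compounds went on for 24 h at 37 °C. Readout used a luciferase detection reagent, luminescence taken after 12 min at room temperature.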
DRD3 agonist = qHTS of D3 Dopamine Receptor Agonist: qHTS; D3R DiscoveRx beta-arrestin cells, luminescence, 90 min; 410,000 tested, 0.58% active; D(3) dopamine receptor (Homo sapiens), P35462; max activation, %; AID 652048, 2013; in the data active means max activation above about 30%; further: 0% is about no effect; mostly tested at two doses, the higher about 12 µM
Target sequence (P35462 whole entry, looked up): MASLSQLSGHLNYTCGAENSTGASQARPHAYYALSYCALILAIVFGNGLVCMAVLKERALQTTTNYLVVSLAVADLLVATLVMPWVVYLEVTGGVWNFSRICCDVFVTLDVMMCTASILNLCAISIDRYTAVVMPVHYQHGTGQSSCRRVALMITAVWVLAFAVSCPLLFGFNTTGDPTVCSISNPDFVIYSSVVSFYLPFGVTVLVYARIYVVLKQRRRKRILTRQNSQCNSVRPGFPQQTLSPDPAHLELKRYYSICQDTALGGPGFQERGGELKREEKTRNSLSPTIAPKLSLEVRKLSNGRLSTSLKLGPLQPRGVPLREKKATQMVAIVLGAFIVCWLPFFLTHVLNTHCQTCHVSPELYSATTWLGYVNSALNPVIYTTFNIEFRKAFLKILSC
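Agonist-mode cell screen: cells plated at 1500/well and incubated overnight at 37 °C, then exposed to library compounds for 90 min at 37 °C. Detection reagent was added for 30–60 min at room temperature, and luminescence was read.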
MCF10A rereplic = A quantitative high throughput screen for small molecules that induce DNA re-replication in MCF 10a normal breast cells; Potency, µM (titrated, usually from 46.1 µM), for inactives: top-dose activity, positive = re-replication, most hits filed as activators; 350,000 tested, 2.9% active; MCF 10A DNA re-replication, Hoechst nuclear intensity, 48 h; further: potency means the concentration at half of the fitted maximal effect; % of control where 0% means no effect; nearly all actives have a fitted effect of over 50% in size
SW480 rereplic = A quantitative high throughput screen for small molecules that induce DNA re-replication in SW480 colon adenocarcinoma cells; SW480 DNA re-replication, Hoechst DNA content imaging, 48 h; 340,000 tested, 1.8% active; AID 624297, 2012; Potency, µM (series often up to 46.1 µM), without a hit: at the highest dose re-replication activation, actives largely listed as activators; further: potency means the concentration at half of the fitted maximal effect; % of control where 0% means no effect; nearly all actives have a fitted effect of over 55% in size
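DNA re-replication was detected as more nuclei of elevated Hoechst intensity after 48 hr exposure to compound (23 nL pinned per well of 250 cells).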
HT1080NT lethal = qHTS for induction of synthetic lethality in tumor cells producing 2HG: qHTS for the HT-1080-NT fibrosarcoma cell line | AID 686970, 2013 | 360,000 tested, 1.6% active | HT-1080-NT fibrosarcoma viability, CellTiter-Glo ATP luminescence, 48 h | Potency, µM (doses to about 46.1 µM), for the others: at the top dose activity, negative = less viability, most hits filed as cytotoxic;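 further: NT is the 2HG producing partner of a matched IDH1 knockdown line; potency means the concentration at half of the fitted maximal effect; 0% = DMSO-treated cells and -100% = media-only wells without cells; nearly all actives have a fitted effect of over 55% in size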
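750 cells/well, RPMI + 5% FBS; 2 h settle, compound pin-transfer, 48 h at 37 degrees C. CellTiter-Glo 10 min RT, luminescence. Normalized to DMSO and media-only wells.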
IL1B secr inh = qHTS for Inhibitors of Inflammasome Signaling: IL-1-beta AlphaLISA Primary Screen; THP-1 LPS/ATP IL-1B secretion, AlphaLISA, 16 h; stronger effect = lower value; activity change, % at 57.5 µM; 360,000 tested, 4.7% active; AID 743279, 2014; in the data active means activity change below about -50%; inconclusive means mostly about -30% to -49%; further: on the % scale 0 is the no-effect control and ±100 the full control effect
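Secreted IL-1B measured by AlphaLISA bead assay after 16 h compound exposure of THP-1 cells; compounds (final up to 57.5 uM) added 1 h before LPS (250 ng/mL) and ATP (1.25 mM) stimulation; lower signal means less secretion.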
KB-3-1 cytotox = qHTS assay for MDR1-selective chemotherapeutics: Primary screen using the parental adenocarcinoma cell KB-3-1; 400,000 tested, 1.4% active; Potency, µM (doses to about 46.1 µM), for the others: at the highest dose activity change, negative = cytotoxic, actives largely listed as cytotoxic; KB-3-1 viability, CellTiter-Glo ATP luminescence, 72 h; further: potency means the concentration at half of the fitted maximal effect; on the % scale 0 is the no-effect control and ±100 the full control effect; nearly all actives have a fitted effect of over 60% in size
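Cytotoxicity in the drug-sensitive parental line KB-3-1 was scored as loss of CellTiter-Glo luminescence following 72 h incubation with compound. Values come from curve fitting of normalized concentration-response data.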
HT1080 IDH1KD tx = qHTS for induction of synthetic lethality in tumor cells producing 2HG: qHTS for the HT-1080-IDH1KD cell line | Potency, µM (doses to about 46.1 µM), without a hit: at the highest dose activity, negative = toxicity, most hits filed as cytotoxic | 360,000 tested, 2% active | HT-1080 IDH1 knockdown viability, ATP luminescence, 48 h;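 further: potency means the concentration at half of the fitted maximal effect; 0% = DMSO wells and -100% = cell-free medium wells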
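Assay cells: HT-1080 with IDH1 knockdown, 750 per well, RPMI/5% FBS. Exposure: 48 h at 37 °C following 2 h pre-incubation. Read: CellTiter-Glo luminescence; fitted concentration-response, curve class assigned.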
KB-V1 cytotox = qHTS assay for MDR1-selective chemotherapeutics: Primary screen using the drug-selected MDR subline cells KB-V1 | KB-V1 MDR cells viability, CellTiter-Glo, 72 h | Potency, µM (series often up to 46.1 µM), without a hit: at the highest dose activity change, negative = cytotoxicity, most hits filed as cytotoxic | 400,000 tested, 3.4% active | AID 1347076, 2019; further: potency means the concentration at half of the fitted maximal effect; on the % scale 0 is the no-effect control and ±100 the full control effect; nearly all actives have a fitted effect of over 60% in size
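Following 72 h at 37 degrees C with compound, KB-V1 cell viability was read by CellTiter-Glo luminescence, medium being phenol-red-free DMEM plus 10% FBS; concentration-response parameters came from normalized, curve-fitted qHTS data.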
An asterisk follows results filed as active; [ ] = dose if it differs, or a comment. Unless noted, the call rests on the fitted dose curve; in most records, active means well fitted curve in the direction sought with a large enough effect; inconclusive means small, poorly fitted or top-dose-only effect, or another doubt; inactive means no such curve, though single readings can be large; an effect the other way counts as inactive or inconclusive.

Screening COc1ccc(-c2nnc(C(C)Nc3cccc(C(=O)NC4CC4)c3)o2)cc1 (stereo not drawn) returned HEK293 tox 1%, DRD3 agonist 3, MCF10A rereplic -3%, SW480 rereplic -7%, HT1080NT lethal 8%, IL1B secr inh 14, KB-3-1 cytotox 0%, HT1080 IDH1KD tx 28% and KB-V1 cytotox -14%.
For C[C@H]1C(=O)N(c2ccccc2)[C@@H]1c1ccccc1 the results were HEK293 tox 3%, DRD3 agonist -2, MCF10A rereplic 8%, SW480 rereplic -36%[inhibitor], HT1080NT lethal 0%, IL1B secr inh -6, KB-3-1 cytotox 0%, HT1080 IDH1KD tx 4% and KB-V1 cytotox 0%.
For O=C(Nc1ccccc1N1CCN(c2ccccc2)CC1)c1cccc(F)c1 the results were HEK293 tox -4%, DRD3 agonist -4, MCF10A rereplic 12%, SW480 rereplic 4%, HT1080NT lethal 7%, IL1B secr inh 4, KB-3-1 cytotox inconclusive, HT1080 IDH1KD tx 2% and KB-V1 cytotox 12µM*.
CC(C)c1ccc(NC(=O)CSc2nc3ccccc3nc2N2CCCC2)cc1 was read as HEK293 tox 4%, DRD3 agonist 7, MCF10A rereplic inconclusive, SW480 rereplic -3%, HT1080NT lethal 16%, IL1B secr inh 9, KB-3-1 cytotox -3%, HT1080 IDH1KD tx 7% and KB-V1 cytotox 21%.
For COc1cc(OC)nc(NC(=S)NC(=O)c2ccccc2)n1 the results were HEK293 tox 1%, DRD3 agonist -7, MCF10A rereplic 5%, SW480 rereplic 6%, HT1080NT lethal -1%, IL1B secr inh 3, KB-3-1 cytotox 25%, HT1080 IDH1KD tx -4% and KB-V1 cytotox -11%.
`Nc1nc(SCC(=O)N2CCCC2)[nH]c(=O)c1NC(=O)c1cccs1` gave HEK293 tox 0%, DRD3 agonist 5, MCF10A rereplic 22%, SW480 rereplic 5%, HT1080NT lethal 0%, IL1B secr inh -21, KB-3-1 cytotox inconclusive, HT1080 IDH1KD tx -11% and KB-V1 cytotox -2%.
For Cc1ccc(-c2nc(N3CCOCC3)sc2C(=O)N2CCCCC2)cc1 the results were HEK293 tox -13%, DRD3 agonist 2, MCF10A rereplic -1%, SW480 rereplic inconclusive, HT1080NT lethal 0%, IL1B secr inh 7, KB-3-1 cytotox 6%, HT1080 IDH1KD tx 17% and KB-V1 cytotox 18µM*.
Screening Cc1ccc(-c2onc(C)c2C)cc1S(=O)(=O)N1CCOc2ccc(Cl)cc21 returned HEK293 tox 6%, DRD3 agonist -10, KB-3-1 cytotox 0% and KB-V1 cytotox -4%.
For O=C(Nc1cccc(F)c1)NC1CCCCC1 the results were HEK293 tox -13%, DRD3 agonist -15, MCF10A rereplic 0%, SW480 rereplic -10%, HT1080NT lethal 5%, IL1B secr inh -15, KB-3-1 cytotox 7%, HT1080 IDH1KD tx -15% and KB-V1 cytotox 2%.
`COCCNCCCOc1ccc(Br)cc1Cl` gave HEK293 tox 10%, DRD3 agonist -24, MCF10A rereplic 13%, SW480 rereplic -3%, HT1080NT lethal -25%, IL1B secr inh inconclusive, KB-3-1 cytotox -2%, HT1080 IDH1KD tx -17% and KB-V1 cytotox inconclusive.
For CCOC(=O)c1oc2ccccc2c1CN1CC(C)OC(C)C1 (stereo not drawn) the results were HEK293 tox 9%, DRD3 agonist -30, MCF10A rereplic 0%, SW480 rereplic 1%, HT1080NT lethal -1%, IL1B secr inh 48, KB-3-1 cytotox 3%, HT1080 IDH1KD tx 0% and KB-V1 cytotox -1%.
For O=C(N1CCCC1)C12CC3CC(CC(C3)C1)C2 the results were HEK293 tox inconclusive, DRD3 agonist 1, MCF10A rereplic 15%, SW480 rereplic 15%, HT1080NT lethal -1%, IL1B secr inh 7, KB-3-1 cytotox -1%, HT1080 IDH1KD tx 19%[9.24 µM] and KB-V1 cytotox -8%.

Arranged by length of the SMILES (highest first): part of the list above.
`Nc1nc(SCC(=O)N2CCCC2)[nH]c(=O)c1NC(=O)c1cccs1` gave HEK293 tox 0%, DRD3 agonist 5, MCF10A rereplic 22%, SW480 rereplic 5%, HT1080NT lethal 0%, IL1B secr inh -21, KB-3-1 cytotox inconclusive, HT1080 IDH1KD tx -11% and KB-V1 cytotox -2%.
CC(C)c1ccc(NC(=O)CSc2nc3ccccc3nc2N2CCCC2)cc1 was read as HEK293 tox 4%, DRD3 agonist 7, MCF10A rereplic inconclusive, SW480 rereplic -3%, HT1080NT lethal 16%, IL1B secr inh 9, KB-3-1 cytotox -3%, HT1080 IDH1KD tx 7% and KB-V1 cytotox 21%.
For COc1cc(OC)nc(NC(=S)NC(=O)c2ccccc2)n1 the results were HEK293 tox 1%, DRD3 agonist -7, MCF10A rereplic 5%, SW480 rereplic 6%, HT1080NT lethal -1%, IL1B secr inh 3, KB-3-1 cytotox 25%, HT1080 IDH1KD tx -4% and KB-V1 cytotox -11%.

Next section:
`Cc1cccc(NC(=O)N2CCc3c(sc4c3CCCC4)C2c2ccc(F)cc2)c1` (stereo not drawn) gave HEK293 tox 0%, DRD3 agonist -14, KB-3-1 cytotox -19% and KB-V1 cytotox inconclusive.
For COCCN(C(=O)COC(=O)c1oc2ccc(OC)cc2c1C)c1c(N)n(Cc2ccccc2)c(=O)[nH]c1=O the results were HEK293 tox 0%, DRD3 agonist 0, MCF10A rereplic 9%, SW480 rereplic inconclusive, HT1080NT lethal 0%, IL1B secr inh inactive, KB-3-1 cytotox -9%, HT1080 IDH1KD tx 4% and KB-V1 cytotox -6%.
For CC(=O)Nc1nc2cc([N+](=O)[O-])ccc2s1 the results were HEK293 tox 10%, DRD3 agonist -12, MCF10A rereplic 0%, SW480 rereplic 4%, HT1080NT lethal 4%, IL1B secr inh -30, KB-3-1 cytotox -31%, HT1080 IDH1KD tx -1% and KB-V1 cytotox -18%.
`CCOc1ccc(NC(=O)c2ccc(NC(=O)C3CCCO3)cc2)cc1` (stereo not drawn) gave HEK293 tox 5%, DRD3 agonist -4, MCF10A rereplic 0%, SW480 rereplic -4%, HT1080NT lethal 1%, IL1B secr inh -7, KB-3-1 cytotox -16%, HT1080 IDH1KD tx -14% and KB-V1 cytotox inconclusive.
CC1(C(=O)NCc2ccc3c(c2)OCO3)CCN1C(=O)C1(c2ccc(Cl)cc2)CC1 (stereo not drawn) was read as HEK293 tox 5%, DRD3 agonist 3, HT1080NT lethal 1%, IL1B secr inh -6, KB-3-1 cytotox 0%, HT1080 IDH1KD tx -12% and KB-V1 cytotox -3%.
Screening Cc1ccc(C(=O)NCCc2sc(C)nc2C)cc1 returned HEK293 tox 6%, DRD3 agonist -4, MCF10A rereplic -10%, SW480 rereplic -4%, HT1080NT lethal 8%, IL1B secr inh 0, KB-3-1 cytotox 19%, HT1080 IDH1KD tx 12% and KB-V1 cytotox 0%.
For O=S(=O)(c1ccc(Cl)cc1)N1CCN(C2CCCCCC2)CC1 the results were HEK293 tox 4%, DRD3 agonist -10, MCF10A rereplic 28%, SW480 rereplic -3%, HT1080NT lethal 16%, IL1B secr inh 4, KB-3-1 cytotox -1%, HT1080 IDH1KD tx 13% and KB-V1 cytotox -11%.
O=C(/C=C/c1ccc[nH]1)c1ccccc1 was read as HEK293 tox 6%, DRD3 agonist -4, MCF10A rereplic -22%, SW480 rereplic -23%, HT1080NT lethal 6%, IL1B secr inh inconclusive, KB-3-1 cytotox -7%, HT1080 IDH1KD tx -7% and KB-V1 cytotox 0%.
Screening O=C(CCc1nc2ccccc2[nH]1)NC1CCCCC1 returned HEK293 tox 0%, DRD3 agonist -7, MCF10A rereplic 5%, SW480 rereplic -9%, HT1080NT lethal 1%, IL1B secr inh -12, KB-3-1 cytotox 1%, HT1080 IDH1KD tx 0% and KB-V1 cytotox -10%.
C[C@]12C=CC(=O)C=C1CC[C@@H]1[C@@H]2C(=O)C[C@@]2(C)[C@H]1CC[C@]2(O)C(=O)COC(=O)CCC(=O)O was read as HEK293 tox 9%, DRD3 agonist 9, MCF10A rereplic -3%, SW480 rereplic 3%, HT1080NT lethal 17%, IL1B secr inh -23, KB-3-1 cytotox 1%, HT1080 IDH1KD tx 13% and KB-V1 cytotox inconclusive.
NS(=O)(=O)c1ccc(NC(=O)c2ccc3c(c2)CCCC3)cc1 was read as HEK293 tox 8%, DRD3 agonist -2, MCF10A rereplic 0%, SW480 rereplic 5%, HT1080NT lethal -3%, IL1B secr inh 20, KB-3-1 cytotox -3%, HT1080 IDH1KD tx -7% and KB-V1 cytotox 4%.
Screening Cc1cccc(CN2CCN(CC(=O)NCc3ccc(Cl)cc3)C2=O)c1 returned HEK293 tox 2%, DRD3 agonist -4, KB-3-1 cytotox -26% and KB-V1 cytotox 9%.
Screening O=C(NCCc1ccccc1)C(=O)NCC1OCCN1S(=O)(=O)c1ccc([N+](=O)[O-])cc1 (stereo not drawn) returned HEK293 tox 7%, DRD3 agonist 2, MCF10A rereplic inconclusive, SW480 rereplic -20%, HT1080NT lethal 2%, IL1B secr inh -5, KB-3-1 cytotox 2%, HT1080 IDH1KD tx -7% and KB-V1 cytotox inconclusive.
Screening Cc1ccc(NC(=O)COC(=O)c2ccc3c(c2)C(=O)N(CCc2ccccc2)C3=O)c(C)c1 returned HEK293 tox -12%, DRD3 agonist 4, MCF10A rereplic -51%[inhibitor], SW480 rereplic -6%, HT1080NT lethal 23%, IL1B secr inh 6, KB-3-1 cytotox 3%, HT1080 IDH1KD tx 0% and KB-V1 cytotox -4%.

Source: PubChem BioAssay
